CaV13 FRET inh – Disruptors of the CACNA1D IQ motif to Ca2+-dependent inactivation inhibitor domain association, primary screening, Förster resonance energy transfer in intact living …; HEK cells, CFP/YFP FRET ICDI-IQ, plate reader, 10 min; percent FRET-ratio fall versus neutral wells; inhibition, % at 12.3 µM; actives 0.098% (n = 340,000); AID 743397;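 active means mean replicate inhibition of at least 30% and at least 1% of replicates passing that level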;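 further: 0% = median of the neutral control wells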
Vif imaging – HIV Vif inhibition; actives 0.35% (n = 340,000); HEK293T cells, Vif self-association by quenched fluorescence, imaging, 24 h; inhibition, % at 7.49 µM; AID 602346; in the data active means inhibition above about 50%, passing the limit was not always enough; further: some results filed as inactive read as strong as hits
MITF TRPM1 inh – MITF TRPM1 promoter inhibition in SK-MEL-5 cells; SK-MEL-5 TRPM1 promoter luciferase, 24 h; inhibition, % at 12.5 µM; actives 0.83% (n = 330,000); AID 488899;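 active means mean inhibition across replicates of 60% or more, whatever share of single replicates reaches that level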; further: values of inactives mirror those of a sister screen read the other way
HIF-2a inh – HIF-2a inhibition. AID 624352. actives 0.72% (n = 360,000). inhibition, % at 18.8 µM. 786-0 RCC cells HIF-2a reporter, luciferase luminescence, overnight;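 active means inhibition of the luminescence signal of 40% or more relative to plate controls, in a single-dose primary screen at 18.75 µM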
PDI turbidity – PDI (human) enzyme inhibition | actives 0.052% (n = 350,000) | inhibition, % at 10 µM | PDI insulin aggregation turbidity, A650, 90 min | P07237;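 active means mean inhibition across replicates of 30% or more, whatever share of single replicates reach that level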;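 further: absorbance from insulin aggregation driven by PDI reduction with DTT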
Target sequence (P07237 whole entry, looked up): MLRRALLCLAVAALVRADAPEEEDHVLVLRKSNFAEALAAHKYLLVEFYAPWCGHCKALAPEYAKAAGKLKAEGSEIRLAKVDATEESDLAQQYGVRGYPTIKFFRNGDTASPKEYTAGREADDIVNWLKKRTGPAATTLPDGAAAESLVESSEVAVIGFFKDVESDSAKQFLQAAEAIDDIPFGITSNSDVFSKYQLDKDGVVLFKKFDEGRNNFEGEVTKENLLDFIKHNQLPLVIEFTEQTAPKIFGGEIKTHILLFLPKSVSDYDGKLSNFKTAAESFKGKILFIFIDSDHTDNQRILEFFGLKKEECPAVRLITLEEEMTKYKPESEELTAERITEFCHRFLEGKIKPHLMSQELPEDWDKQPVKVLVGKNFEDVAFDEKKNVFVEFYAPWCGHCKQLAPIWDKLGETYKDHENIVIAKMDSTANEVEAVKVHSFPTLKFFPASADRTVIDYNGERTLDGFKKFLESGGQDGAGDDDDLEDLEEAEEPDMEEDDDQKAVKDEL
Granule exo inh – blocks lytic granule exocytosis. inhibition, % at 10 µM. actives 0.66% (n = 360,000). TALL-104 LAMP-1 surface exposure, flow cytometry; cells stimulated with thapsigargin and PMA;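 active means inhibition above about 55%, limit read from the data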
NR2E3 ag-1 – NR2E3 (human) agonism; Q9Y5X4; GST-NR2E3/biotin-RetCOR TR-FRET, 1536-well; inhibition of corepressor binding, % at 4.78 µM; actives 0.12% (n = 320,000); AID 2300;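 active means percent inhibition above the cutoff of mean plus 3 SD of all tested compounds, set per screening campaign, cut at about 20% in these data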;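 further: 0% = DMSO wells and 100% = biotin wells as full block of FRET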
Target sequence (Q9Y5X4 whole entry, looked up): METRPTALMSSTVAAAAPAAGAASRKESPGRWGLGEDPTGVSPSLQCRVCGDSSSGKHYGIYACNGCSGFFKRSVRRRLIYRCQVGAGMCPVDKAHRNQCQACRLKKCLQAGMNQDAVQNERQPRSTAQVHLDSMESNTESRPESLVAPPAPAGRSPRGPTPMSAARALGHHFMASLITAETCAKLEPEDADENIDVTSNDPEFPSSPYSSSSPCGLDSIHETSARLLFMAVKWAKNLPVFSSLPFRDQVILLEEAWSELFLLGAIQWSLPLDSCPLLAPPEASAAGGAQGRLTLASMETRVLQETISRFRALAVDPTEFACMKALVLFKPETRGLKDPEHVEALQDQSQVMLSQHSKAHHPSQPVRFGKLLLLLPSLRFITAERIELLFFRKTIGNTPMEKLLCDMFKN
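Test system – NR2E3–RetCOR corepressor complex · Quantity – NR2E3 fusion 1.35 nM · Buffer or medium – Tris pH 7.5 · Incubation – Compound–protein incubation for 5 h at 4 °C · Technique – TR-FRET, Eu(K)-anti-GST donor, streptavidin-D2 acceptor, ex 340, em 617/671 nm · Evaluation – percent inhibition of 671/617 nm emission ratio versus biotin and DMSO controls · Plate – 1536-well format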
Peg3 prom inh – Peg3 promoter activity inhibition | HeLa PEG-Prom luciferase reporter, luminescence, overnight | inhibition, % at 20 µM | actives 1.7% (n = 360,000);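 active means inhibition of at least 50% at 20 µM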
hiPSC survival – enhancers of human iPSC single-cell survival; hiPSC single-cell survival, ATPlite luminescence; 100% = ROCK inhibitor wells, 0% = DMSO; survival enhancement, % at 20 µM; actives 0.044% (n = 360,000); in the data active means survival enhancement above about 18%;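 further: cells exposed to compounds for 16 hours before the ATP read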
NR2E3 ag-2 – activates human NR2E3 receptor; Q9Y5X4; inhibition of corepressor binding, % at 3.98 µM; actives 0.35% (n = 360,000); AID 602229; CHO-S Gal4-NCOR/VP16-NR2E3 two-hybrid, luciferase;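 active means inhibition above the mean of all tested compounds plus 3 SD, cut at about 70% in these data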;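 further: 0% = DMSO with NR2E3 transfected cells and 100% = cells lacking NR2E3 construct; higher means lower luciferase signal from less NR2E3 corepressor binding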
aDG glyco act – increases alpha dystroglycan glycosylation | Pro5-aDG cells, alpha-DG glycosylation AlphaScreen (IIH6); 0% Pro5, 100% B10-LARGE cell signal | activation, % at 10 µM | actives 0.22% (n = 360,000);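 active means activation of at least 8% versus controls, or a plate z-score of at least 8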;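 further: Pro5 are CHO cells carrying HIG-tagged alpha-DG that lacks glycosylation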
Numbers without * were called inactive; nt = no result given.

Start of the data: the first three records (preview)
The line under a structure holds: CaV13 FRET inh	Vif imaging	MITF TRPM1 inh	HIF-2a inh	PDI turbidity	Granule exo inh	NR2E3 ag-1	Peg3 prom inh	hiPSC survival	NR2E3 ag-2	aDG glyco act
[1] N#CCSCC(=O)Nc1ccc(F)cc1
    nt	3	4	-11	14	0	1	-21	0.1	-14	0.0
[2] S=C(NCCC1=CCCCC1)Nc1ccccc1
    -4	13	-23	-237	-5	-7	1	-132	0.6	-3	0.4
[3] Cc1ccn(CC(=O)N2CCCC(C(=O)c3cccc4ccccc34)C2)n1 (stereo not given)
    -7	-1	1	-16	-4	4	4	-7	-0.4	13	0.1

Results, previewed entries included:
The line under a structure holds: CaV13 FRET inh	Vif imaging	MITF TRPM1 inh	HIF-2a inh	PDI turbidity	Granule exo inh	NR2E3 ag-1	Peg3 prom inh	hiPSC survival	NR2E3 ag-2	aDG glyco act
[1] N#CCSCC(=O)Nc1ccc(F)cc1
    nt	3	4	-11	14	0	1	-21	0.1	-14	0.0
[2] S=C(NCCC1=CCCCC1)Nc1ccccc1
    -4	13	-23	-237	-5	-7	1	-132	0.6	-3	0.4
[3] Cc1ccn(CC(=O)N2CCCC(C(=O)c3cccc4ccccc34)C2)n1 (stereo not given)
    -7	-1	1	-16	-4	4	4	-7	-0.4	13	0.1
[4] O=C(N/N=C/c1ccc(O)c(O)c1)c1cccc(S(=O)(=O)N2CCCC2)c1
    -5	-10	-10	12	1	3	1	-1	-0.5	-16	0.0
[5] CCOc1ccccc1NC(=O)c1ccc2c(c1)C(=O)N(CC1CCCO1)C2=O (stereo not given)
    -2	-7	-18	-1	6	-10	2	9	0.8	3	0.1
[6] CC(C)Oc1ccc(C(CC(=O)O)NC(=O)C2CCCCC2)cc1 (stereo not given)
    -4	1	-13	6	3	-1	2	21	2.3	6	0.3
[7] CC(Oc1ccc(Cl)cc1Cl)C(=O)NCCN1CCOCC1 (stereo not given)
    -8	1	0	3	-5	0	0	-1	0.8	20	0.3
[8] CC12C(=O)N(c3cccc(OC(=O)c4ccco4)c3)C(=O)C1C1c3ccccc3C2c2ccccc21 (stereo not given)
    -4	-10	8	19	-7	-2	-3	15	2.7	-10	0.2
[9] COc1ccc(N(C(C)C(=O)N/N=C/c2ccc(OC(C)C)cc2)S(C)(=O)=O)cc1 (stereo not given)
    -8	-2	12	6	5	1	0	1	0.2	-2	0.1
[10] CCn1c(=O)c(C(=O)CN(C)CC(=O)Nc2cccc(F)c2)c(N)n(Cc2ccccc2)c1=O
    -7	-5	5	21	19	-4	nt	21	-1.9	-3	1.0
[11] Cc1[nH]c2ccccc2c1C(=O)C(=O)N1CCOCC1
    nt	3	11	14	-2	0	0	21	-0.4	-10	-0.3
[12] CC(=O)Nc1ccc(NC(=S)NC(=O)c2ccc(-c3ccccc3)cc2)cc1
    -2	-3	nt	-31	-6	18	1	-9	-0.5	-17	0.0
[13] COc1ccccc1NC(=S)N/N=C/c1ccc(O)cc1
    -14	-1	-77	-243	-5	-4	0	-263	-1.6	-144	-0.1
[14] O=C(C1CC(=O)N(C2CCCC2)C1)N1CCN(c2cccc(C(F)(F)F)c2)CC1 (stereo not given)
    -7	-4	4	9	6	-4	nt	-16	0.7	14	1.4
[15] N#Cc1ccc(Cl)cc1NC(=O)CNCc1cccs1
    -5	-10	-9	-10	6	-4	0	11	0.4	-8	0.2
[16] O=C(NC1CCCCC1)C1CC(=O)N(Cc2ccccc2)C1 (stereo not given)
    -7	4	5	-6	-3	1	2	8	-0.3	-20	0.0
[17] Cc1cc(CNC(=O)COc2c(F)c(F)cc(F)c2F)c2ccccc2n1
    6	-3	13	15	-5	7	0	7	3.7	-7	0.8
[18] Cc1ccc2[nH]c(=O)c(CN(CCCO)S(=O)(=O)c3c(C)ccc4nsnc34)cc2c1
    -7	nt	10	-7	-2	6	3	8	3.4	-30	-0.2
[19] Cc1ccc(C(=O)N2CCN(c3ccc(N4CCOCC4)nn3)CC2)cc1
    -15	13	3	1	6	8	5	-4	0.2	3	-0.1
[20] COCCN(CCOC)Cc1c(O)ccc2c1O/C(=C\c1ccc(C)o1)C2=O
    -30	-5	2	2	-8	-9	4	23	-0.2	-20	-0.2
[21] COCc1cc(C)nc(SCc2ccccc2)c1C#N
    -19	-2	-5	-16	-9	-8	1	7	0.8	-13	-0.1
[22] CC1CCN(C(=O)c2ccccc2NS(=O)(=O)c2ccccc2)CC1
    -3	nt	-2	-12	-4	-12	2	-1	-0.1	-36	0.0
[23] CC1=NN(C(=O)c2ccc(Cn3nc(C)c([N+](=O)[O-])c3C)cc2)C(O)(C(F)(F)F)C1 (stereo not given)
    -9	8	13	0	-4	-2	-2	11	3.2	-26	0.1
[24] Cn1c(SCC(=O)Nc2sc3c(c2C#N)CCC3)nnc1C1COc2ccccc2O1 (stereo not given)
    -5	1	0	2	4	1	3	7	11	-6	-0.1
[25] COc1ccccc1-c1ccc(=O)n(CC(=O)NCc2ccc3c(c2)OCO3)n1
    -8	3	7	-23	1	0	-4	-11	2.0	-9	-0.1
[26] Cc1ccc(NC(=O)CCNC(=O)N2CC(=O)Nc3ccccc32)cc1Cl
    -16	1	nt	5	1	0	nt	0	5.9	-2	0.1
[27] COc1ccc(CNS(=O)(=O)c2ccc(-n3cccn3)cc2)cc1
    -17	-3	-2	13	3	13	2	11	0.2	0	-0.1
[28] N#C/C(=C\C1=C(N2CCOCC2)C(=C/c2cccc([N+](=O)[O-])c2)/CC1)C(=O)Nc1ccccc1F
    -3	1	0	13	0	2	6	19	-0.3	0	-0.1
[29] CCc1cc2ccc(OC)cc2nc1SCC(=O)N1CCN(C(=O)c2ccco2)CC1
    -2	-4	2	15	5	-2	0	11	-0.5	11	0.2
[30] Cc1nn(-c2ccccc2)c2[nH]c(=O)c(CNc3ccc4c(c3)OCCO4)cc12
    -5	nt	0	-52	-1	6	4	-72	0.8	-35	0.1

A few values from the list.
aDG glyco act result of compound 18 → -0.2
CaV13 FRET inh result of compound 22 → -3
MITF TRPM1 inh result of compound 19 → 3

(list continues)
The line under a structure holds: CaV13 FRET inh	Vif imaging	MITF TRPM1 inh	HIF-2a inh	PDI turbidity	Granule exo inh	NR2E3 ag-1	Peg3 prom inh	hiPSC survival	NR2E3 ag-2	aDG glyco act
[31] CCOC1=C2CN(S(=O)(=O)c3ccccc3)[C@H](c3ccccc3)C[C@H]2n2c(=O)n(-c3ccccc3)c(=O)n2C1
    -5	14	nt	-9	nt	1	nt	-30	-1.0	-1	-0.1
[32] COc1cccc(N2CC(=O)N(NC(=O)c3sc4nc(C)cc(C)c4c3N)CC2=O)c1
    -2	-1	5	10	-4	0	-2	-10	-0.2	-17	0.0
[33] O=C(NC(=S)N1CCCCCC1)c1ccccc1
    nt	3	-4	-6	5	-2	nt	7	-0.3	-33	-0.1
[34] CC(C)[C@@H]1Cc2[nH][nH]c(=O)c2[C@H](c2ccc(F)cc2)O1
    -5	nt	nt	-32	nt	1	nt	nt	-0.2	-13	0.1
[35] Nc1[nH]nc2nc(N3CCCC3)nc(-c3ccccc3)c12
    nt	nt	11	18	4	5	0	5	-2.1	-43	0.2
[36] O=C(NNC(=O)C1CC2CCC1C2)c1ccccc1 (stereo not given)
    -5	-1	-8	-4	3	1	0	-8	0.2	-24	0.0
[37] O=C(CCN1C(=O)C2C3C=CC(C3)C2C1=O)N1CCN(c2ccccn2)CC1 (stereo not given)
    -5	-3	1	13	7	3	-1	0	0.2	0	0.1
[38] CC1CCC(NC(=O)C2COc3ccccc3O2)CC1 (stereo not given)
    -6	6	-56	-147	-8	-6	0	-92	-0.3	-24	-0.2
[39] Cc1ccc(S(=O)(=O)NCCC(=O)NCc2ccc(Cl)cc2)cc1C
    -2	-3	-2	-2	-3	1	1	14	1.0	7	-0.2
[40] CC(=O)Nc1ccc(S(=O)(=O)N(C)c2ccc(OCCOc3ccccc3F)cc2)cc1
    -7	-15	-15	-14	0	8	nt	-6	-0.5	5	-0.1
[41] C/C(=N/NC(=S)Nc1cccc(C)c1)c1cccc([N+](=O)[O-])c1
    -7	-3	-15	-74	-45	0	3	-56	-0.6	42	-0.4
[42] COc1cc(-c2ccccc2)nc2ccccc12
    -1	-5	-2	-2	3	-4	5	-12	-0.2	-27	0.3
[43] O=C(N/N=C/c1cccc([N+](=O)[O-])c1)c1nc2ccccc2c(=O)[nH]1
    -5	2	-38	-93	-8	10	1	-62	1.0	-28	0.0
[44] Cc1nn(-c2nc3ccccc3s2)c(N)c1Sc1ccc(F)cc1
    nt	4	-31	-228	0	0	3	-124	0.9	-23	0.0
[45] COc1ccc(Cc2nnc(SCC(=O)NC3CCCC3)o2)cc1
    -5	-8	-3	10	0	-2	1	11	1.2	-1	-0.1
[46] O=C(Cn1sc2ccccc2c1=O)N1CCN(C(=O)c2ccco2)CC1
    -2	-4	4	-42	-12	-3	-3	-37	-0.5	-3	0.2
[47] CS(=O)(=O)Nc1ccc(-c2ccc3nccn3c2)cc1
    -6	0	nt	-16	-3	-8	nt	2	0.2	4	-0.1
[48] Cc1c(/C=N/NC(=O)c2cc(=O)[nH]c(=O)[nH]2)c2ccccn2c1C(=O)c1ccccc1
    -8	6	8	11	0	-2	0	4	-0.2	-7	-0.3
[49] CC1CC(C)CN(C(=O)Nc2ccccc2F)C1 (stereo not given)
    -7	5	-6	10	2	6	-1	3	1.0	-29	0.0
[50] Cc1cc(S(=O)(=O)N2CCCOC2CNC(=O)C(=O)NCc2ccco2)ccc1F (stereo not given)
    -17	2	-2	13	8	-3	0	23	-2.2	-8	0.3
[51] O=C(COC(=O)C1CCC1)Nc1cccc(S(=O)(=O)N2CCOCC2)c1
    -6	1	-5	8	5	0	1	25	0.2	10	-0.1
[52] COc1ccc(CNc2ncnc3sccc23)cc1OC
    -5	-58	21	9	-6	16	2	7	0.0	80*	1.5
[53] COc1ccc(CCNC(=S)NNC(=O)c2c(Br)c(C)nn2C)cc1OC
    nt	0	9	7	1	-5	nt	8	-0.3	-19	-0.2
[54] CC(=O)c1ccc(NC(=O)c2cccc(N3C(=O)c4ccccc4C3=O)c2)cc1
    nt	-3	-2	-4	7	6	0	5	-0.2	-22	-0.3
[55] C=CCn1c(SCC(=O)c2cccs2)nc2sc(CC)cc2c1=O
    nt	-3	16	-15	1	-1	0	12	0.1	-7	5.0
[56] Cc1cc(C)nc(NS(=O)(=O)c2ccc(NC(=O)c3ccc4c(c3)OCO4)cc2)n1
    nt	-5	-7	14	-4	3	1	23	-0.2	-6	0.0
[57] O=C(COc1ccc(Br)cc1Cl)N1CCN(c2ncccn2)CC1
    -17	-14	-6	-11	-4	-4	3	-5	-0.5	18	0.0
[58] Cc1ccc(NC(=O)C2CCC(CNC(=O)[C@@H]3Cc4ccccc4CN3)CC2)cc1 (stereo not given in full)
    -6	-3	2	-12	9	9	1	-8	-0.1	-16	0.3
[59] O=C(CCCc1ccccc1)NCCN1CCOCC1
    -4	2	-5	-10	-3	-1	1	-2	6.6	-4	-0.1
[60] Cn1nc(CC(=O)NCc2ccc(F)cc2)c2ccccc2c1=O
    -6	nt	nt	2	-6	-1	6	20	2.3	14	0.3
[61] COc1ccc(Cl)cc1NC(=O)CCc1ccccc1
    -4	nt	-9	2	1	2	1	-8	0.3	-4	0.4
[62] O=C(Nc1ccc2snnc2c1)N1CCCCC1
    -5	5	8	-38	5	-5	3	-26	1.5	-14	-0.4
